HTR5A inv ag = inverse agonist of human HTR5A in OPRM1-OPRD1 counter-screen. P47898. HTR5A cell line, luminescence, inverse agonism. inhibition, % at 9.3 µM. 340,000 tested, 0.083% active. AID 504634; in the data active = inhibition mostly above about 23%, no sharp cut-off; inactive = mostly below about 18%;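 also: 0% = cells with DMSO and 100% = no-cell wells with DMSO; some compounds called inactive have numbers as strong as hits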
Target sequence (P47898 whole entry, looked up): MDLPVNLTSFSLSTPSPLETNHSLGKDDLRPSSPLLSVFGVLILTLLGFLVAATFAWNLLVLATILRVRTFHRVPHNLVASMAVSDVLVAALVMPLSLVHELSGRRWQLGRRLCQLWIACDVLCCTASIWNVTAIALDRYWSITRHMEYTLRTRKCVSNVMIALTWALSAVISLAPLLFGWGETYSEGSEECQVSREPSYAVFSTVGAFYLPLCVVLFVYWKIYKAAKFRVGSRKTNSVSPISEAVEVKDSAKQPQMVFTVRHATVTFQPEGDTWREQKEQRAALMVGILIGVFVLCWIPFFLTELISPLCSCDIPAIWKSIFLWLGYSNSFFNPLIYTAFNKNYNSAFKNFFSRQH
phage Ecoli inh = E. coli growth loss with phage present; growth absorbance; inhibition, % at 11.9 µM; 360,000 tested, 0.26% active; AID 651602; in the data active = inhibition above about 11%
SUMO Mot1 rescue = blocks SUMOylation pathway, rescuing yeast Mot1-301 growth. growth rescue, % at 18.8 µM. 320,000 tested, 1% active. S. cerevisiae Mot1-301 growth rescue, ATP luminescence, 38.5C; percent above DMSO median, 100 means doubled;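 active = every valid replicate shows activation above 250% relative to neutral control wells; inactive = the rest, any valid replicate at or below 250%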;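 also: OY570 slx delta 5 strain wells were the positive control but not used for scaling; some compounds called inactive have numbers as strong as hits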
E coli growth = counter-screen for AddAB inhibitors: E. coli growth inhibition; E. coli V3065 growth, OD600 absorbance, 18 h; inhibition, % at 11.9 µM; AID 449728; 330,000 tested, 0.27% active;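 active = inhibition above the campaign's mean inhibition across all tested compounds plus 3 SD, cut at about 9.9% in these data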;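 also: uninfected addAB+ strain grown without phage in ampicillin broth; 0% = DMSO wells and 100% = ciprofloxacin 0.95 µg/ml wells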
PKA-R1A activ = PKA-R1A complex activation | activation, % at 11.4 µM | P00514+P68181 | 340,000 tested, 0.083% active | PKA-R1A dissociation, Cy5-IP20 fluorescence polarization; scaled: DMSO 0%, 113 µM cGMP 100%;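 active = percent activation above the mean of all tested compounds plus 3 SD, cut at about 19% in these data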;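 also: higher means more PKAc released from R1A so a rise in polarization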
HTR5A ag ctr = HTR5A agonism, opioid heterodimer counter-screen | HTR5A agonist assay, luminescence, cell-based | activation, % at 9.3 µM | P47898 | 340,000 tested, 0.61% active; in the data active = activation mostly above about 9.5%, no sharp cut-off; inactive = mostly below about 7.6%;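 also: 0% = cells with vehicle only and 100% = reference agonist; strong numbers were not always called active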
OPRM1-OPRD1 inv = mu-delta opioid heterodimer inverse agonism; 340,000 tested, 0.21% active; P35372+P41143; inhibition, % at 9.3 µM; cell-based MOR-DOR heterodimer luminescence; in the data active = inhibition above about 22%, passing the limit was not always enough;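 also: 0% = cells with DMSO and 100% = wells without cells with DMSO; values of inactives mirror those of a sister screen read the other way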
MOR-DOR ag = OPRM1-OPRD1 heterodimerization agonism; 340,000 tested, 0.3% active; P35372+P41143; cells, luminescence; AID 504326; activation, % at 9.3 µM; in the data active = activation above about 18%;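 also: 0% = vehicle-treated cells and 100% = reference agonist; values of inactives mirror those of a sister screen read the other way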
PfHsp90 yeast 2 = growth inhibition of yeast expressing Plasmodium Hsp90; S. cerevisiae expressing PfHsp90, BacTiter-Glo ATP, 48 h; yeast lacking PDR1 and PDR3 efflux regulators; inhibition, % at 9.4 µM; 310,000 tested, 0.32% active;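 active = every replicate shows inhibition above about 80%, whatever the replicate mean, limit read from the data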;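 also: 0% = DMSO neutral controls and 100% = 20 µM radicicol positive controls; yeast relying on Plasmodium falciparum Hsp90 in place of its own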
Pemphigus Ab inh = inhibitors of pemphigus antibody binding to human desmoglein-3 | DSG3-coupled beads, scFv-anti-DSG3-GFP binding, flow cytometry; hits give low values | binding (percent of control), % at 10 µM | 310,000 tested, 0.48% active | AID 588358;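 active = binding more than 3 SD below its plate's average and above zero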;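 also: hits lower antibody fragment binding to DSG3; some compounds called inactive have numbers as strong as hits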
AddAB inh = less growth of phage-infected E. coli with AddAB. E. coli expressing H. pylori AddAB, absorbance growth. inhibition, % at 11.9 µM. 330,000 tested, 0.29% active; in the data active = inhibition above about 12%;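 also: 0% = vehicle wells of infected cells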
The depositor's hits bear a star; i = inactive; nt = no result given.

SMILES | HTR5A inv ag | phage Ecoli inh | SUMO Mot1 rescue | E coli growth | PKA-R1A activ | HTR5A ag ctr | OPRM1-OPRD1 inv | MOR-DOR ag | PfHsp90 yeast 2 | Pemphigus Ab inh | AddAB inh
CCOc1ccccc1C1NC(=O)NC(C)=C1C(=O)OC1CCCCC1 (configuration not stated) | 14 | -1.6 | -11 | -0.7 | -16 | -1 | -6 | 1.4 | -5 | nt | 0.1
Cc1nc(NC(=O)c2ccc3c(c2)OCO3)ccc1Br | -1 | 4.4 | nt | 1.2 | -4 | 4 | -12 | 2.4 | -13 | 104 | 0.2
COc1ccc(/C(N)=N/OC(=O)CSc2ccccc2)cc1OC | -10 | 3.2 | 319 | 0.9 | 3 | -5 | -7 | 1.1 | -7 | 106 | 3.6
NC(=O)COC(=O)CN1C(=O)C2CCCCC2C1=O (configuration not stated) | -21 | 0.1 | -19 | 1.8 | 2 | 0 | -10 | 1.8 | nt | 110 | 0.5
CCN(Cc1ccccc1)C(=O)C1CCN(c2ncnc3c2nc2n3CCCCC2)CC1 | -3 | 0.9 | 44 | -1.4 | -9 | 7 | 16 | -3.1 | 2 | 101 | 0.8
O=C(Cc1ccccc1)NCC(=O)OCC(=O)c1cccc([N+](=O)[O-])c1 | 19 | 1.6 | -9 | 2.2 | 6 | -8 | 64* | -13 | 1 | nt | 0.5
CC1CCc2nc3ccccc3c(C(=O)OCC(=O)N(C)C3CCS(=O)(=O)C3)c2C1 (configuration not stated) | 12 | -0.7 | 4 | -2.8 | 2 | 3 | 6 | -1.3 | -20 | 104 | 1.6
Cc1ccc(C(=O)CSc2nc3ccccc3o2)cc1 | -5 | 1.9 | 1 | -0.4 | -12 | -3 | -6 | 1.1 | -14 | 103 | -0.6
O=C(c1cc(-c2ccc(Cl)cc2)n[nH]1)N1CCc2ccccc2C1 | 3 | 1.2 | 11 | 2.3 | -10 | -1 | -19 | 3.8 | 11 | 113 | 1.1
COc1cccc(COC(=O)c2ccc3c(=O)n4c(nc3c2)CCC4)c1OC | -14 | 2.2 | -7 | -1.8 | -2 | 6 | -4 | 0.6 | 0 | 107 | -1.4
CCC(=O)N1CCc2cc(Br)cc(S(=O)(=O)NCCN3CCCCC3C)c21 (configuration not stated) | -1 | 2.6 | -2 | 0.0 | -6 | 2 | -9 | 1.6 | 0 | 112 | 2.1
CCN1C(=O)c2cccc3c(NC(=O)c4cccc(N5C(=O)CCC5=O)c4)ccc1c23 | 1 | 1.8 | 283 | 0.7 | -1 | 2 | 5 | -0.8 | -32 | 112 | 0.2
CCOC(=O)N1CCN(C(=O)c2ccc3c(=O)n(CCc4ccccc4)c(=S)[nH]c3c2)CC1 | 4 | 1.6 | -10 | -1.6 | 2 | -1 | -17 | 3.2 | 14 | 96 | 0.7
C/C(=N\OCC(=O)OC(C)C(=O)Nc1ccc(C)c(S(=O)(=O)N2CCOCC2)c1)c1ccc2c(c1)OCO2 (configuration not stated) | 15 | 0.1 | nt | nt | -5 | 4 | -12 | 3.0 | 10 | 101 | nt
N#Cc1cc(O)c(-n2nnc3ccccc32)cc1C#N | 2 | 3.3 | 187 | 0.3 | 6 | 1 | 5 | -1.1 | -21 | 104 | -1.0
CCN(CC)S(=O)(=O)c1ccc(NN=C2CCN(C(C)C)CC2)c([N+](=O)[O-])c1 | 0 | 4.7 | 7 | 1.0 | -10 | 0 | 9 | -1.7 | -28 | 108 | 0.4
O=c1c(Cc2ccccc2O)c(O)nc2n1CCCS2 | -26 | 3.3 | -4 | -0.8 | -8 | 2 | -4 | 0.6 | 16 | 101 | 1.7
CCOc1ccc2cc(C#N)c(SCC(=O)N3CCC(C)CC3)nc2c1 | -7 | 2.8 | 24 | -0.5 | 3 | 5 | -9 | 1.9 | nt | 105 | -0.8
CC(=O)OC(C)CS(=O)(=O)c1ccccc1 (configuration not stated) | -42 | 2.8 | -2 | 4.2 | 1 | 9 | -8 | 1.7 | -10 | 97 | 0.6
COc1cc(/C=C/C(=O)OCC(=O)NCCc2ccccc2)ccc1OC(F)F | -16 | -0.2 | -4 | 1.3 | -5 | 0 | 10 | -3.1 | 5 | 118 | -1.5
Cc1nc2c(C#N)c(C)[nH]n2c(=O)c1Cc1ccccc1 | -9 | 1.0 | 29 | 0.4 | -9 | 4 | 18 | -3.2 | 21 | 98 | 3.7
CCn1cc(/C=C(\NC(=O)c2cc(OC)c(OC)c(OC)c2)C(=O)N2CCN(C)CC2)c2ccccc21 | -4 | -1.6 | 0 | 2.5 | 9 | -1 | 5 | -0.9 | -7 | 105 | 2.0
O=C(COc1ccc(S(=O)(=O)NCc2ccccc2)cc1Cl)N1CCOCC1 | 0 | 1.9 | 13 | -0.6 | -7 | 4 | 6 | -1.1 | 2 | 98 | 1.3
Cc1nc(SCC(=O)N2CC(=O)Nc3ccccc32)nc(C)c1C | -22 | 0.8 | -23 | -0.5 | -3 | 7 | 4 | -0.8 | 0 | 98 | -2.6
C=CCOC(=O)C1=C(C)N=C2SCCC(=O)N2C1c1ccc(OC(=O)c2ccco2)cc1 (configuration not stated) | 6 | 0.9 | -8 | -1.4 | -2 | 1 | 16 | -3.5 | 2 | 97 | -0.3
NC(=O)NC(Cc1ccccc1)C(=O)N1CCN(S(=O)(=O)c2ccc(Cl)cc2)CC1 (configuration not stated) | 2 | 0.0 | -13 | -1.1 | -3 | -1 | 12 | -3.0 | 14 | 112 | 0.4
CCC1(C)Cc2ccccc2-c2nc3n(c(=O)c21)CC(C(=O)O)S3 (configuration not stated) | 5 | 0.8 | -8 | -1.1 | -3 | 0 | 3 | -0.5 | -14 | 84 | 0.2
Cc1oc2ccc(O)cc2c1C(=O)c1ccccc1 | -12 | 3.2 | -13 | 2.4 | -4 | 4 | 9 | -1.8 | 10 | 119 | 5.7
Cc1cc(Cl)ccc1OC(C)C(=O)Nc1ccc(S(=O)(=O)N2CCOCC2)cc1 (configuration not stated) | 16 | -1.6 | 11 | 2.3 | 8 | 3 | -26 | 5.0 | -8 | nt | 0.6
COc1ccc(CCNC(=O)CCc2nnc(Cc3ccc4c(c3)OCO4)o2)c(OC)c1 | 12 | 0.7 | 8 | 2.3 | 1 | -5 | 25 | -4.9 | -1 | 111 | 3.4
Cc1ccc(O)c(CP(=O)(c2ccccc2)c2ccccc2)c1 | 21 | 3.9 | -15 | 0.9 | -5 | -1 | 13 | -2.4 | 4 | 95 | 1.7
COCCCNC(=O)c1cn(CC(C)C)c(=O)c2c1c1ccccc1n2C | 6 | 0.0 | i | 1.0 | -11 | -2 | -16 | 2.5 | 19 | 109 | 5.1
CC(=O)N(C1=C(N)C(=O)c2ccccc2C1=O)c1ccccc1 | -2 | -4.6 | 0 | -2.9 | -10 | 0 | -33 | 6.7 | -11 | 103 | -2.0
CC1CCN(CC(=O)Nc2cccc([N+](=O)[O-])c2)CC1 | 8 | nt | 8 | -2.9 | 3 | 8 | 3 | -0.6 | -4 | 100 | 0.2
CC(=O)Nc1ccc2c(c1)C(=O)c1ccc(Cl)cc1-2 | -8 | 6.2 | nt | nt | -6 | 2 | -13 | 2.5 | -4 | 119 | nt
COC(=O)c1cc(C(=O)Nc2ccc(C)cn2)cc([N+](=O)[O-])c1 | 11 | 3.9 | -5 | -0.1 | 2 | -4 | -25 | 5.0 | nt | 90 | 3.9
O=C1NC(=S)N/C1=C/c1cc([N+](=O)[O-])ccc1N1CCOCC1 | nt | 4.5 | -5 | 1.7 | nt | nt | nt | nt | 1 | nt | 1.2
CCOC(=O)C1CCN(S(=O)(=O)c2ccc3oc(=O)ccc3c2)CC1 | -29 | 0.7 | 251 | 1.8 | -1 | 10 | -27 | 3.4 | 7 | 107 | 2.5
CCc1ccccc1NC(=O)c1nnn(CC(=O)Nc2cccc(C)c2)c1N | -1 | 3.6 | 9 | -1.5 | 0 | -1 | 1 | -0.2 | 9 | 72 | 1.7
COc1ccccc1C(=O)N/C(=C\c1ccc(Br)cc1)C(=O)NCCCO | 13 | 3.5 | 47 | 0.8 | 6 | 2 | 17 | -3.4 | 2 | 97 | -0.3
Brc1ccc2nc(N3CCN(c4ccccc4)CC3)sc2c1 | 3 | 1.5 | 7 | 1.3 | -5 | -1 | 13 | -2.9 | 7 | nt | -0.1
Cc1c(N2C(=O)c3ccc4c5c(ccc(c35)C2=O)CC4)c(=O)n(-c2ccccc2)n1C | -11 | nt | 27 | -1.5 | 7 | 2 | -10 | 1.8 | 7 | 95 | -1.0
Cc1cc(C)n2nc(C(=O)OCC(=O)NC(=O)c3ccccc3)nc2n1 | 1 | 2.1 | -8 | -1.1 | -4 | 3 | 6 | -0.9 | -6 | 97 | 0.2
Nn1c(SCC(=O)N2CCOCC2)nnc1-c1cccnc1 | 13 | 0.2 | 11 | -0.2 | -6 | -5 | -11 | 2.8 | -9 | 105 | 2.2
O=C(CSc1ncn[nH]1)Nc1nc(-c2ccccc2)ns1 | 5 | 3.1 | -22 | 1.8 | -5 | 7 | 9 | -1.7 | 3 | 96 | -0.5
CC(=O)c1cccc(N(C(=O)CNC(=O)c2ccco2)C(C(=O)NCC2CCCO2)c2ccccc2)c1 (configuration not stated) | -5 | -1.5 | -13 | -0.9 | 3 | -1 | 19 | -3.1 | -8 | 103 | 2.2
CC1(NC(=O)NCc2ccccc2)CCS(=O)(=O)C1 (configuration not stated) | 9 | 4.2 | 1 | 2.1 | -4 | -1 | 15 | -2.5 | 7 | 86 | 1.9
COC(C[C@H](O)[C@H](C)[C@@H](O)COCc1ccccc1)OC | 9 | 2.3 | nt | nt | 1 | 2 | 1 | -0.2 | nt | 101 | nt
CCn1ncc(C2=NOC(C(=O)Nc3cnn(C45CC6CC(CC(C6)C4)C5)c3)C2)c1C (configuration not stated) | -8 | nt | 26 | 3.2 | -1 | 1 | 10 | -1.8 | 22 | 107 | 1.4
CCC(=O)c1ccc(OCC(O)CN2CC(C)OC(C)C2)cc1 (configuration not stated) | 3 | -1.6 | 181 | -1.9 | -4 | 1 | -5 | 0.8 | -37 | 98 | -0.2
COc1ccc(NC(=O)N(Cc2cc3cc(C)ccc3[nH]c2=O)CC2CCCO2)cc1 (configuration not stated) | -3 | 1.5 | 31 | -0.2 | -15 | 1 | 12 | -2.3 | 3 | 102 | -1.5
CC(C)OCCCN1CN(S(=O)(=O)c2cccc(Cl)c2)c2nc3ccccc3nc21 | -19 | 1.8 | 7 | 0.5 | -5 | 7 | 10 | -1.9 | 10 | nt | 0.7
CCC(=O)c1ccc(OCC(O)CNC(C)c2ccccc2)cc1 (configuration not stated) | -5 | 0.4 | 7 | -1.5 | -4 | 1 | -13 | 2.2 | 11 | 95 | 0.2
O=C(NCc1ccco1)NCC(F)(F)F | -9 | 2.1 | -3 | -1.3 | 3 | 3 | 10 | -2.4 | -2 | 107 | 1.7

Quoted from the listing:
`CC(=O)c1cccc(N(C(=O)CNC(=O)c2ccco2)C(C(=O)NCC2CCCO2)c2ccccc2)c1` (configuration not stated) – phage Ecoli inh: -1.5
`CCc1ccccc1NC(=O)c1nnn(CC(=O)Nc2cccc(C)c2)c1N` – Pemphigus Ab inh: 72
